USP2a inh – blocks human ubiquitin-specific protease USP2a | O75604 | USP2 core, Ub-CHOP2 coupled fluorogenic reporter, 485/531 | Potency, µM (titrated, usually from 38.3 µM), without a hit: top-dose activity change, negative = inhibition, hits mostly inhibitors | 0.01% of 330,000 active;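 note: potency is the fitted concentration of half-maximal effect; plate controls were DMSO wells for no effect and full inhibition by NEM control for full effect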
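USP2 core (10nM final) preincubated 30min RT with compound in 20mM Tris-HCl pH 8.0, 2mM CaCl2, 2mM beta-mercaptoethanol, 0.05% CHAPS; 25nM Ub-CHOP2 plus 25nM reporter substrate added, fluorescence (Ex485/Em531) read after 60min.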
ELG1 DNA repair – blocks ELG1-dependent DNA repair in HEK293T cells; HEK293T ELG1-luciferase reporter, luminescence, 16 h; DNA damage induced by 5-fluorouridine; Potency, µM (top dose mostly 46.1 µM), for inactives: at the highest dose activity change, negative = inhibition, actives largely listed as inhibitors; 2.3% of 330,000 active; note: potency is the fitted concentration of half-maximal effect; % is set by controls: 0 for no effect and ±100 for the full control effect; nearly all actives have a fitted effect of over 55% in size
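Luminescence from the luciferase reporter, measured 30 min after ONE-Glo reagent at room temperature, was the read-out. Beforehand, 2,000 cells per well were exposed for 16 hr at 37 °C to 5-fluorouridine together with compound or vehicle.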
KCNH2 WT inh – inhibitors of human wildtype KCNH2 potassium channel | U2OS, BacMam KCNH2, thallium flux FluxOr; stronger effect = lower value | activity change, % at 1.84 µM | 0.37% of 340,000 active;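 active = maximum activity change below -70%; inconclusive = maximum activity change between -70% and -50%; inactive = maximum activity change above -50%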; note: % is set by controls: 0 for no effect and ±100 for the full control effect
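U2OS cells were transduced with wild-type KCNH2 virus (2.03 x 10^8 / mL) for 4 h at room temperature, then cultured overnight at 37 C. Thallium flux was read with FluxOr dye. Rate constants were normalized to DMSO controls.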
TCR activator – activates T cell receptor signaling; Potency, µM (doses to about 9.22 µM), for inactives: at the top dose activation of IL-2 secretion, hits mostly activators; primary human leukocytes, anti-CD3, IL-2 HTRF, 48 h; 330,000 tested, under 10 active; note: % of control where 0% means no effect
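HTRF read-out of IL-2 secretion: europium cryptate donor excited at 320nm, d2 acceptor emission at 665nm. Cells were primary human leukocytes incubated 48 hr with compounds and a-CD3 beads, supplying TCR signal only.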
Eya2 inh – Eya2 (human) phosphatase inhibition. recombinant Eya2, OMFP fluorescence dephosphorylation (OMFP is methylfluorescein phosphate). Potency, µM (titrated, usually from 76.9 µM), for the others: at the top dose activity, negative = inhibition, actives largely listed as inhibitors. 0.006% of 330,000 active; note: potency is the fitted concentration of half-maximal effect; % is set by controls: 0 for no effect and ±100 for the full control effect
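Eya2 protein (added as 0.2 uM solution) was preincubated with compound for 10 min at ambient temperature in 50 mM HEPES pH 7.5, 50 mM NaCl, 5 uM MgCl2, 0.05% BSA, 1 mM DTT. OMFP (added at 50 uM) then reacted 10 min; fluorescence read at 485/525 nm.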
KCNH2 3.1 inh – blocks the human KCNH2 3.1 channel isoform; U2OS KCNH2 3.1, thallium flux FluxOr; stronger effect = lower value; 0.95% of 340,000 active; activity change, % (tested at about 1.8 µM);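 active = maximum activity change below -70%; inconclusive = maximum activity change from -70% to -50%; inactive = maximum activity change above -50%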;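 note: thallium influx rate constant from kinetic fluorescence after stimulation buffer; % is set by controls: 0 for no effect and ±100 for the full control effect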
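FluxOr-based Tl+ influx in U2OS cells transduced with KCNH2 3.1 virus; rate constants normalized to DMSO controls.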
AT treatment – candidate therapy for ataxia-telangiectasia; 0.19% of 320,000 active; […] A-T fibroblasts, KAP-1 phosphorylation AlphaLISA; neocarzinostatin DNA damage 30 min before lysis; Potency, µM (top dose mostly 57.5 µM), for the others: top-dose activation, usual class: activators; AID 485349; note: potency is the fitted concentration of half-maximal effect; % of control where 0% means no effect; nearly all actives have a fitted effect of over 45% in size
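hTERT-immortalized A-T patient fibroblasts ([…]), 500 cells/well in OPTI-MEM, 1% FBS, got compounds for 60 min, then NCS for 30 min at 37C. Lysates were then assayed for phospho-KAP-1 by AlphaLISA (anti-pKAP1 donor, anti-KAP1 acceptor beads), 6 hr at 25C.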
TRPV1 ag – activates the human vanilloid receptor TRPV1; Q8NER1; TRPV1-expressing cells, Fluo-8 calcium influx, agonist mode; activation, % at 8.33 µM; 0.19% of 320,000 active; in the data active = activation above about 80%; inconclusive = between about 30% and that limit; note: 0% is about no effect
Target sequence (Q8NER1 whole entry, looked up): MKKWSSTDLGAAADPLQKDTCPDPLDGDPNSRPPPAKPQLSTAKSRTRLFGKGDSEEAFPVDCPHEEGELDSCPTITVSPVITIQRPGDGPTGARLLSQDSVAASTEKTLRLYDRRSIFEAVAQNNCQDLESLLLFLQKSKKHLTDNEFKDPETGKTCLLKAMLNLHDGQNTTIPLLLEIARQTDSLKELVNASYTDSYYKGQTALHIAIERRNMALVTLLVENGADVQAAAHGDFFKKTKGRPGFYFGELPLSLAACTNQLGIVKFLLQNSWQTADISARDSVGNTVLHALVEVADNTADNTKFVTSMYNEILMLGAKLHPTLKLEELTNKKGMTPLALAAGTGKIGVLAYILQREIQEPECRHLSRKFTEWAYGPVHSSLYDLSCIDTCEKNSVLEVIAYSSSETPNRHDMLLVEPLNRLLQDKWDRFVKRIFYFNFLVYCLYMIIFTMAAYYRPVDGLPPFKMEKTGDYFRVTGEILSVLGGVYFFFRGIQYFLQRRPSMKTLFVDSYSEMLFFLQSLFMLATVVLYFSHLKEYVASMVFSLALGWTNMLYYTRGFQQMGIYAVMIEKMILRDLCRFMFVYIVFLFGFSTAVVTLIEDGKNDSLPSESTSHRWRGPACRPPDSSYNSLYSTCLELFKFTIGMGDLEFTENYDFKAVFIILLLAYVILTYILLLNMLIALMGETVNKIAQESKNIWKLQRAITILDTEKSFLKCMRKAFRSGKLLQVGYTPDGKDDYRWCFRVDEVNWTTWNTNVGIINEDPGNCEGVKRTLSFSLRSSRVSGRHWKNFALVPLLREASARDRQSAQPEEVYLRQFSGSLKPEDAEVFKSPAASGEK
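Fluo-8 calcium influx in TRPV1-expressing cells, kinetic read (ex 480/em 520 nm). Compound added and read 3 min for agonist activity, followed by capsaicin at EC20 final and 2 min further read for enhancement.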
TSHR antagonist – blocks TSH signaling through the human TSH receptor | TSHR-expressing cells, TSH-stimulated cAMP HTRF, 2 h; stronger effect = lower value | activity change, negative = inhibition, % at 11.5 µM | 0.2% of 330,000 active | AID 504810;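 active = activity change below a set negative limit, meaning inhibition stronger than a set level, cut at about -70% in these data; inconclusive = activity change between two set negative limits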; note: % is set by controls: 0 for no effect and ±100 for the full control effect
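Competitive HTRF cAMP read-out (cryptate anti-cAMP antibody, cAMP-d2; 30 min, room temperature) in freshly harvested TSHR cells. Compounds added before TSH at EC80 (4nM final), followed by 2 hours' incubation at 37 deg C.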
Mito fusion yeast – blocks mitochondrial division or promotes mitochondrial fusion | Potency, µM (series often up to 46.1 µM), for inactives: at the highest dose growth rescue (activation), most hits filed as activators | 0.23% of 320,000 active | S. cerevisiae fusion-defective mutant growth rescue, CellTiterGlo 48 h;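 note: potency is the fitted concentration of half-maximal effect; % of control where 0% means no effect; nearly all actives have a fitted effect of over 45% in size; temperature-sensitive fusion mutants such as fzo1-1 at 37 °C on non-fermentable ethanol glycerol medium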
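Luminescent cell viability in 1536-well qHTS format served as the measure of rescued growth in ts fusion-mutant S. cerevisiae cultured on non-fermentable YPEG for 48 hours at 37C.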
* hit, by the source's call; ? = inconclusive; / = no result given; [ ] = dose if it differs, or a comment. Unless noted, calls come from the whole dose curve; as a rule, active = well fitted curve in the direction sought with a large enough effect; inconclusive = small, poorly fitted or top-dose-only effect, or another doubt; inactive = no such curve, though single readings can be large; an effect the other way counts as inactive or inconclusive. This is a subset; the hit share may differ from the screen's.

item	smiles	USP2a inh	ELG1 DNA repair	KCNH2 WT inh	TCR activator	Eya2 inh	KCNH2 3.1 inh	AT treatment	TRPV1 ag	TSHR antagonist	Mito fusion yeast
1	COc1ccc(Cl)cc1S(=O)(=O)N1CCCC(C(=O)N2CCCC2)C1 (configuration not stated)	0%	-13%	-3	1%	-4%	-8	2%	0	20	0%
2	COc1ccc(-c2ccnc3cc(C(=O)O)nn23)cc1	3%	-4%	-4	-2%	2%	0	1%	-3	-2	1%
3	Cc1nn(-c2ccccc2)c(Cl)c1/C=N/NS(=O)(=O)c1ccc(Br)cc1	1%	4%	2	-6%[46.1 µM]	5%	14	-1%	2	2	12%
4	O=C(c1ccc(Cl)c(S(=O)(=O)N2CCOCC2)c1)N1CCN(c2ccccc2)CC1	-2%	0.082µM*	-5	-8%	-10%	-12	6%	-2	-14	1%
5	Nc1c(C(=O)N/N=C/c2ccccc2Cl)oc2nc(-c3ccccc3)cc(-c3ccco3)c12	0%	?	-9	-2%	-1%	0	21%	-1	-8	3%
6	COc1ccc(CN(C)CC(=O)Nc2c(C)cccc2C)c(OC)c1	-1%	-6%	-1	-1%	-7%	-3	2%	26	2	-1%
7	COc1cc(OC)cc(C(=O)NCCCNC(=O)c2cccnc2)c1	2%	4%	-27	-9%	2%	-5	4%	1	0	4%
8	COc1ccc(NC(=O)CSc2ccc(-c3cccnc3)nn2)cc1	0%	-12%	2	-3%	-10%	18	7%	-1	5	4%
9	CN1CCCN(C(c2ccccc2)c2ccc(Cl)cc2)CC1 (configuration not stated)	1%	-7%	-22	-3%	-16%	-99*	-17%	3	8	-5%
10	COc1ccccc1CN(Cc1cc2cc(C)cc(C)c2[nH]c1=O)Cc1nnnn1CC1CCCO1 (configuration not stated)	3%	?	9	4%	13%	0	0%	5	-1	3%

Part of the list above, reformatted:
Every second line gives: USP2a inh | ELG1 DNA repair | KCNH2 WT inh | TCR activator | Eya2 inh | KCNH2 3.1 inh | AT treatment | TRPV1 ag | TSHR antagonist | Mito fusion yeast
[7] COc1cc(OC)cc(C(=O)NCCCNC(=O)c2cccnc2)c1
 : 2% | 4% | -27 | -9% | 2% | -5 | 4% | 1 | 0 | 4%
[8] COc1ccc(NC(=O)CSc2ccc(-c3cccnc3)nn2)cc1
 : 0% | -12% | 2 | -3% | -10% | 18 | 7% | -1 | 5 | 4%
[9] CN1CCCN(C(c2ccccc2)c2ccc(Cl)cc2)CC1 (configuration not stated)
 : 1% | -7% | -22 | -3% | -16% | -99* | -17% | 3 | 8 | -5%

Later entries:
item	smiles	USP2a inh	ELG1 DNA repair	KCNH2 WT inh	TCR activator	Eya2 inh	KCNH2 3.1 inh	AT treatment	TRPV1 ag	TSHR antagonist	Mito fusion yeast
11	CN(C)c1ccc(C(=O)N/N=C/c2cc(Br)cc(Br)c2O)cc1	3%	?	-20	11%	-4%	0	-16%	0	4	3%
12	Cc1ccc([C@@H]2[C@@H]3C(=O)N(C)C(=O)[C@@H]3[C@@H]3C(=O)Nc4ccccc4C(=O)N23)cc1	3%	2%	3	-5%	-3%	-1	-9%	-2	-2	-3%
13	CCOc1ccc(CCNS(=O)(=O)c2cc3c(cc2C)NC(=O)CO3)cc1OCC	0%	-23%	-1	10%	7%	-5	-4%	-1	12	0%
14	COc1cccc(NC(=O)C(=O)NCCC2CCCCN2S(=O)(=O)c2cccs2)c1 (configuration not stated)	-4%	?	8	8%	5%	4	11%	5	-22	12%
15	CCC1Sc2ccc(S(=O)(=O)CCC(=O)Nc3cc(C)ccn3)cc2NC1=O (configuration not stated)	1%	0%	-4	0%	-4%	-2	2%	0	4	1%
16	COc1ccccc1OCc1nc(C#N)c(N2CC(C)CC(C)C2)o1 (configuration not stated)	1%	-18%	3	-4%	-11%	-4	-1%	11	-9	-1%
17	Cc1cccc(N2CCN(C(=O)c3ccc4[nH]c(C)c(C)c4c3)CC2)c1C	-4%	?	0	-8%	-7%	-5	-5%	/	10	/
18	O=C(Nc1scc(-c2cccs2)c1C(=O)O)c1cccs1	1%	-8%	-5	11%	21%	-6	8%	2	-9	8%
19	Cn1c(NC(=S)Nc2ccccc2)nc2ccccc21	-1%	?	-13	10%[46.1 µM]	-24%	15	10%	3	17	-5%
20	COc1ccc(O)c(-c2cc(-c3cccs3)[nH]n2)c1	1%	?	-2	-11%	-20%	-2	14%	16	0	4%
21	C#CCOCCOCCOCCNc1nc(N2CCN(C(=O)[C@H](CCCN=C(N)N)n3cc(C(N)[C@@H](C)CC)nn3)CC2)nc(N2CCN(C(=O)[C@H](CCC(=O)O)n3cc([C@@H](N)[C@H](C)CC)nn3)CC2)n1 (some centres not stated)	1%	16%	-5	0%	-28%	15	19%	/	2	/
22	O=C(Nc1ccccc1)C(Cc1ccccc1)NC(=O)C12CC3CC(CC(C3)C1)C2 (configuration not stated)	-1%	10%	-6	/	0%	-3	-7%	7	7	2%
23	Cc1ccc(S(=O)(=O)N(Cc2cc3ccc(C)cc3[nH]c2=O)c2ccccc2)cc1	-3%	9%	26	-12%	-2%	-2	5%	2	2	8%
24	CCOc1ccc(NC(=O)NC2CCS(=O)(=O)C2)cc1 (configuration not stated)	0%	0%	-2	-3%	1%	1	-3%	2	10	-1%
25	CC(=O)c1ccc(N2Cc3ccccc3C2=NC(=O)c2cccs2)cc1	0%	?	-1	-1%[46.1 µM]	-2%	-1	0%	?	9	-4%
26	CC(=O)NC(Cc1cccc(C)c1)C(=O)NC1CCN(c2ncccc2[N+](=O)[O-])CC1 (configuration not stated)	0%	1%	-15	-9%[46.1 µM]	-7%	4	0%	-2	15	7%
27	O=C(NCCc1ccc(Cl)cc1)C1CCCN(S(=O)(=O)c2cnc[nH]2)C1 (configuration not stated)	-6%	1%	-8	-6%	-38%	3	-6%	2	0	?
28	O=C1C=C(NCc2ccccc2)c2ccccc2C1=O	3%	12µM*	6	2%	5%	9	12%[11.5 µM]	1	-14	-6%
29	CC1CCN(c2c(NCc3ccc(C(=O)N4c5ccccc5CC4C)cc3)c(=O)c2=O)CC1 (configuration not stated)	2%	?	-1	-4%[46.1 µM]	-8%	-47	-4%	24	13	0%
30	COc1ccc(OC)c(NC(=O)c2ccc(CN(c3cc(Cl)ccc3C)S(=O)(=O)c3ccccc3)cc2)c1	-4%	-8%	-4	0%	5%	-1	0%	0	0	0%
31	CCOc1cc(N2CCOCC2)c(OCC)cc1NC(=O)c1ccc(F)c(S(=O)(=O)N2CCOCC2)c1	2%	-3%	-3	3%	26%	-1	2%	-2	-29	4%
32	O=C(NN=C1CCCC1)c1ccc(Br)cc1	0%	?	-2	7%	3%	30	14%	-1	-8	-1%
33	CCOc1ccccc1C(=O)N/N=C/c1cccc2cccnc12	1%	?	1	5%	-3%	2	2%	9	-16	3%
34	COc1ccc(OC)c(/C(O)=C/C(=O)C(=O)Nc2cc(C)ccc2OC)c1	6%	-13%	-2	/	-9%	6	-7%	0	0	-5%
35	Cc1c(NC(=O)CSc2ncnc3ccccc23)c(=O)n(-c2ccccc2)n1C	-1%	-2%	9	0%	-17%	7	-9%	-4	9	-2%
36	CC1CC(C)CN(C(=O)CNS(=O)(=O)c2ccc(Br)s2)C1 (configuration not stated)	1%	-4%	-6	/	-4%	10	0%	7	-1	-10%
37	Cc1cc(C)c(NC(=O)c2ccc(S(=O)(=O)N3CCOCC3)cc2)c(C)c1	2%	-9%	-13	4%	8%	5	0%	?	1	5%
38	CN(C)CCOC1c2ccccc2-c2ccccc21	-2%	-5%	-11	0%	9%	10	0%	1	-1	-1%
39	CC(=O)c1cccc(Oc2cc(NN3CCCCC3)c([N+](=O)[O-])cc2[N+](=O)[O-])c1	1%	-17%	-41	4%	-15%	-18	0%	11	-10	3%
40	Cc1cccc(OCC(=O)Nc2cc(C)c(C)cc2O)c1	4%	13%	2	10%	7%	12	1%	?	-4	5%
41	COC(=O)c1ccc(OCC(=O)Nc2nn(-c3ccccc3)nc2C(N)=O)cc1	-1%	2%	3	5%	7%	1	-3%	0	-2	0%
42	COc1cc2oc3ccccc3c(=O)c2cc1OC	0%	?	11	3%	-25%	1	-18%	9	-9	-8%
43	O=C(O)c1cccc(NC2=C(N3CCOCC3)C(=O)c3ccccc3C2=O)c1	3%	?	-3	-3%	16%	7	-7%	0	-3	-2%
44	COc1cccc(NC(=O)CSc2nnc(-c3ccoc3C)n2C)c1	0%	-2%	6	-25%	0%	-1	-3%	-1	-15	5%
45	Cc1ccc(S(=O)(=O)N(C)C)cc1NC(=O)COC(=O)c1ccc2c(c1)OCO2	4%	-22%	1	4%[46.1 µM]	-3%	2	1%	-2	-7	-2%
46	O=C(NC(=S)NCCO)c1cn(-c2ccccc2)nc1-c1ccccc1	-8%	?	1	5%	-10%	2	0%	2	-17	-4%
47	O=C(C1CCC1)N1CCc2cc(S(=O)(=O)N3CCCCC3)ccc21	1%	?	3	-8%	6%	-19	1%	7	3	7%
48	CC(C)CC(=O)NC(=S)Nc1cccc2nsnc12	0%	?	1	1%	4%	1	2%	15	1	-7%
49	c1ccc(-c2csc3ncn4nnnc4c23)cc1	-1%	-4%	-6	3%	-3%	10	-9%	0	-9	0%
